Assay outcomes as filed in PubChem BioAssay.
Salmonella PhoP GFP = PhoP regulon inhibitors, Salmonella typhi PhoP promoter GFP reporter, confirmatory (AID 1850); Salmonella Typhi PhoP-promoter GFP reporter, fluorescence, 4 h; higher % means a stronger effect; 0.33% of 310,000 active; inhibition, % at 50 µM, or IC50 in µM where a hit was titrated; in the data active means a potency from the dose series; inconclusive means inhibition mostly from about 25% at the one dose, without a potency; inactive means the rest, 99 in 100 with inhibition below about 19%;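 further: 0% = induced wells with vehicle and 100% = uninduced wells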
H37Rv inhibition = M. tuberculosis growth inhibition, HTS (AID 449762); 0.59% of 330,000 active; inhibition, % at 25 µM, or IC50 in µM where a hit was titrated; M. tuberculosis H37Rv growth inhibition, 7H9 media; higher % means a stronger effect; in the data active means a potency from the dose series; inconclusive means inhibition above about 70% without an active follow-up result;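 further: bacterial growth assessed after seven days of incubation; strong numbers were not always called active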
M. tuberculosis = growth inhibition of non-replicating M. tuberculosis (AID 488890). Mycobacterium tuberculosis non-replicating, growth inhibition; higher % means a stronger effect. one-dose inhibition, % at 25 µM; IC50 in µM for titrated hits. 0.39% of 320,000 active; in the data active means a potency from the dose series; inconclusive means inhibition mostly from about 82% at the one dose, without a potency; inactive means the rest, 99 in 100 with inhibition below about 76%;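 further: plate controls were DMSO cells for no effect and high antibiotic wells for full effect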
inhibitors of VEEV = inhibitors of VEEV TC-83 cytopathic effect, confirmation, Vero cells (AID 588727); Vero cells, VEEV TC-83 cytopathic effect inhibition; higher % means a stronger effect; inhibition, % at 20 µM, or IC50 in µM where a hit was titrated; 0.13% of 350,000 active; in the data active means a potency from the dose series; inconclusive means inhibition mostly from about 14% at the one dose, without a potency; inactive means the rest, 99 in 100 with inhibition below about 12%; further: strong numbers were not always called active
influenza NS1A = H1N1 influenza NS1A inhibitors, functional cell based assay (AID 504329) | 0.3% of 340,000 active | inhibition, % at 12.5 µM, or IC50 in µM where a hit was titrated | NS1A functional cell-based assay, percent inhibition; higher % means a stronger effect; in the data active means a potency from the dose series; inconclusive means inhibition above about 27% without an active follow-up result; further: strong numbers were not always called active
Starred values were filed as active, the others as inactive; i = inactive; ? = inconclusive; nt = not tested or not shown; & = joins results of further samples.

canonical_smiles | inhibitors of VEEV | M. tuberculosis | influenza NS1A | H37Rv inhibition | Salmonella PhoP GFP
COc1cc(C2c3sc(=O)[nH]c3SC3C4CCC(C4)C23)ccc1O (stereo unspecified) | 1.0% | 7% | 4% | 7% | -10%
Cn1cnc2cc(NC(=O)c3cccs3)ccc21 | i | 0% | 3% | -12% | 28%
CCN1CCN(C(=O)C2CCCN(S(=O)(=O)c3cc(Cl)ccc3Cl)C2)CC1 (stereo unspecified) | 1.8% | -6% | -10% | 1% | -5%
CCn1c(=O)c(C(=O)CN2c3ccccc3CC2C)c(N)n(Cc2ccccc2)c1=O (stereo unspecified) | 2.4% | 29% | 5% | 7% | 3%
Cc1ccc(-c2nnc(SCC(=O)N/N=C/c3ccccc3C(=O)O)n2-c2ccc(Cl)cc2)cc1 | i | 15% | -8% | 4% | 5%
O=C(Nc1cccc(F)c1)c1ccccc1 | 0.5% | 6% | 0% | -11% | 5%
Cc1n[nH]c(=S)n1-c1ccccc1 | 2.9% | 8% | -17% | -1% | -7%
CSc1nnc(-c2sc3cc(C(F)(F)F)cnc3c2-c2ccccc2)n1C | 10% | 37% | -4% | 9% | -6%
COc1ccc(NS(=O)(=O)c2ccc(O)c(C(=O)OCC(=O)NC3CCCCC3)c2)cc1 | 0.2% | 1% | -2% | 3% | 9%
O=C1CCCC2=C1C1(CCCCC1)N=C(Nc1nc3ccccc3s1)N2 | 0.6% | 1% | 31% | 0% | 4%
O=C(Nc1ccc(S(=O)(=O)Nc2ncccn2)cc1)C1COc2ccccc2O1 (stereo unspecified) | 1.8% | 10% | -1% | -2% | 6%
COCC(C)(C)COS(N)(=O)=O | i | -15% | -1% | -10% | -1%
COC(=O)c1sc(S(=O)(=O)Nc2ccc(Br)cc2)c(C(=O)OC)c1C | 1.6% | 7% | 3% | -1% | -10%
CC1(c2ccccc2)CC(C)(C)N2C(=O)/C(=C3\SC(=S)NC3=O)c3cccc1c32 (stereo unspecified) | 0.9% | -16% | 19% | 0% | 0%
Cc1ccc(S(=O)(=O)N2CCN(C(=O)CCC(=O)OCC(=O)Nc3cccc(C#N)c3)CC2)cc1 | 2.2% | 12% | 5% | 11% | 2%

An excerpt from above in order of number of heavy atoms, ascending.
canonical_smiles | inhibitors of VEEV | M. tuberculosis | influenza NS1A | H37Rv inhibition | Salmonella PhoP GFP
COCC(C)(C)COS(N)(=O)=O | i | -15% | -1% | -10% | -1%
O=C(Nc1cccc(F)c1)c1ccccc1 | 0.5% | 6% | 0% | -11% | 5%
O=C1CCCC2=C1C1(CCCCC1)N=C(Nc1nc3ccccc3s1)N2 | 0.6% | 1% | 31% | 0% | 4%
CCN1CCN(C(=O)C2CCCN(S(=O)(=O)c3cc(Cl)ccc3Cl)C2)CC1 (stereo unspecified) | 1.8% | -6% | -10% | 1% | -5%
O=C(Nc1ccc(S(=O)(=O)Nc2ncccn2)cc1)C1COc2ccccc2O1 (stereo unspecified) | 1.8% | 10% | -1% | -2% | 6%

Following part:
canonical_smiles | inhibitors of VEEV | M. tuberculosis | influenza NS1A | H37Rv inhibition | Salmonella PhoP GFP
CC1Cc2ccccc2N1C(=O)CN1CCc2ccccc2C1 (stereo unspecified) | 2.4% | 27% | 6% | 2% | -3%
COc1ccccc1-n1c(-c2ccccc2)c[n+]2c1CCc1ccccc1-2 | 0.5% | 33%&69% | -5%&10% | 5%&11% | 0%&3%
CCc1ccc(NC(=O)Cn2c(=O)n(CCC(=O)NC3CCN(Cc4ccccc4)CC3)c(=O)c3ccccc32)cc1 | 2.1% | 7% | -8% | -6% | -2%
CCCCN(CC)CCCNC(=O)c1cc2c(=O)n(C)c3ccccc3c2n1C | 4.0% | 8% | 6% | -1% | 4%
C/C(=N/NC(=O)Cc1cccn1C)c1ccccc1 | i | 5% | 6% | 4% | 21%
O=C(NCCS(=O)(=O)NCc1ccccc1)c1ccc2c(c1)OCO2 | 1.8% | -10% | -12% | -2% | 2%
O=C(Cn1cnc2cc([N+](=O)[O-])ccc2c1=O)NCCc1ccc(F)cc1 | 1.2% | 5% | 0% | -3% | -4%
CC1CN(C(=O)c2cc([N+](=O)[O-])cc([N+](=O)[O-])c2)CC(C)O1 (stereo unspecified) | 1.1% | -15% | -4% | -5% | -7%
CCCCCCn1nc(C(=O)N(CC(C)C)c2c(N)n(CCCC)c(=O)[nH]c2=O)c2ccccc2c1=O | 6.3% | 50% | 98% | 21% | 6%
COc1ccccc1NC1=C(N2CCCCC2)C(=O)c2ccccc2C1=O | 7.0% | 61% | 0% | -7% | -25%
Cc1nc2ccc(S(=O)(=O)NCC(=O)N(C)Cc3ccccc3)cc2s1 | 0.2% | 8% | -6% | -15% | 12%
COc1cc(C)ccc1OCc1cc(C(=O)N2CCCCCCC2)no1 | 0.8% | 22% | 0% | 0% | -7%
COC(=O)C(=O)C/C(=N/Nc1ncnc2ccccc12)c1ccc(Cl)cc1 | 2.5% | 4% | 11% | 0% | -5%
CCC(c1ccccc1)C(CC)c1cc(O)c(O)c(O)c1 (stereo unspecified) | 4.6% | nt | 3% | nt | nt
CCN(CC)CCn1c2ccc(F)cc2c2nc(C)sc21 | 0.9% | -9% | 0% | -15% | 1%

Next part
canonical_smiles | inhibitors of VEEV | M. tuberculosis | influenza NS1A | H37Rv inhibition | Salmonella PhoP GFP
COc1cc(C(=O)Nc2nc3ccc4nc(C)sc4c3s2)cc(OC)c1OC | 1.1% | 2% | 5% | 20% | -12%
CCN1C(=O)CC(N2CCC(Nc3ccc(OC)cc3)CC2)C1=O (stereo unspecified) | 0.3% | 2% | -6% | 3% | 15%
O=C(COC(=O)c1ccccc1F)Nc1cc(S(=O)(=O)N2CCOCC2)ccc1N1CCCC1 | 2.2% | 24% | 0% | 8% | -13%
O=C(COC(=O)C1(c2ccc(F)cc2)CCCC1)N1CCN(C(=O)c2ccco2)CC1 | 1.3% | 4% | 13% | 4% | 3%
COCCNC(=O)CSc1nc2ccccc2c(=O)n1CC1CCCO1 (stereo unspecified) | 1.4% | 7% | -7% | -3% | -14%
COc1ccc(-c2nnn(CC(=O)NC(=O)NC3CCCCC3)n2)cc1OC | 4.8% | nt | -4% | 0% | nt
O=c1[nH][nH]c(=O)c2cc(N3CCCC3)ccc12 | 0.5% | 11% | -10% | 48% | 5%
c1ccc(CCCNCC2COc3ccccc3O2)cc1 (stereo unspecified) | 0.3% | 37% | 11% | -9% | -5%
O=C(c1ccc(Br)cc1)C12CN3CN(CN(C3)C1)C2 | 1.0% | 6% | -3% | -10% | 7%
O=C(NCc1ccccc1)c1ccc(-c2ccc(F)cc2)o1 | 2.5% | 16% | -5% | -3% | -3%
O=C(NCc1ccco1)C(c1ccccc1F)N(Cc1cccnc1)C(=O)Cn1nnc2ccccc21 (stereo unspecified) | 0.8% | -4% | 2% | 3% | 3%
CCOC(=O)/C(=C/C=C1\Sc2cc(C)c(C)cc2N1CC)C(C)=O | 2.1% | nt | -2% | nt | nt
Cc1ccc(C2CC(=O)Nc3cc4c(cc32)OCCO4)s1 (stereo unspecified) | 1.1% | 16% | 2% | 5% | -8%
CC(C)(Oc1ccc(Cl)cc1)C(=O)NC1CC1 | 0.4% | 3% | -1% | -2% | -2%
CCOc1ccc(C(=O)NCC(=O)OCCCC(=O)c2ccc(F)cc2)cc1OCC | 3.4% | 14% | -11% | 4% | nt

(cont.)
canonical_smiles | inhibitors of VEEV | M. tuberculosis | influenza NS1A | H37Rv inhibition | Salmonella PhoP GFP
Cc1nc2ncc(Br)cc2[nH]1 | 0.5% | -18% | 5% | -3% | -4%
O=C(COc1ncnc2sccc12)Nc1cccc(S(=O)(=O)N2CCOCC2)c1 | 0.7% | 16% | -9% | 4% | nt
CCOC(=O)C(NCc1ccccn1)(NC(=O)c1cccnc1)C(F)(F)F (stereo unspecified) | 0.2% | 3% | 4% | -2% | 5%
Cc1ccccc1C(=O)NNC(=O)/C=C\C(=O)O | 0.2% | 9% | 13% | 8% | -2%
COc1ccc(CNC(=O)CNC(c2ccccc2)c2ccccc2)cc1OC | 2.4% | -5% | 3% | 5% | 7%
Cc1cc(Br)cc(Br)c1OCC(=O)NNC(=O)CCC(=O)NCc1ccccc1 | 1.1% | -10% | -3% | -10% | -5%
Cc1ccc2nc(NC(=O)CN3C(=O)NC4(CCCCC4)C3=O)sc2c1 | 6.9% | -4% | -12% | 6% | 5%
O=C(CSc1n[nH]c(-c2ccccc2O)n1)N1CCCc2ccccc21 | 7.1% | 7% | -3% | -4% | -12%
Cc1nnc(NC(=O)c2ccc3c(c2)C(=O)N(CCC(C)C)C3=O)s1 | 0.8% | 27% | -2% | 6% | 3%
COc1ccc(CC(NC(C)=O)C(=O)NC2CCN(C(=O)C3CCCCC3)CC2)cc1OC (stereo unspecified) | i | 5% | -5% | 1% | 2%
COc1ccc2nc3oc(C(=O)N4CCN(c5ccccc5F)CC4)cc3cc2c1 | i | -14% | 1% | 3% | 4%
CCCCOc1ncnc2c1[nH]c1ccc(F)cc12 | i | 31% | -17% | 13% | -4%
Cc1c(C(=O)O)c(=S)sn1CCOc1ccccc1 | i | nt | -4% | nt | nt
Cc1cccc(NC(=O)C2C3CCC4C(CCC32)C4(Cl)Cl)c1 (stereo unspecified) | 2.2% | -8% | -3% | -5% | -1%
Cn1nnnc1SCCNC(=O)C1CCC(=O)N(Cc2ccccc2F)C1 (stereo unspecified) | 1.1% | 0% | -8% | -5% | 5%

Next section
canonical_smiles | inhibitors of VEEV | M. tuberculosis | influenza NS1A | H37Rv inhibition | Salmonella PhoP GFP
CSc1ccc(/C=C2\C(=N)N3N=C(CC(=O)N4CCOCC4)SC3=NC2=O)cc1 | i | 2% | -6% | 3% | 1%
CCOC(=O)c1ccc(NC(=O)Cn2cccc2)cc1 | i | 1% | -1% | ? | 1%
Cc1ccc(C(=O)NNC(=O)CSc2nnc(-c3ccncc3)n2-c2ccc(C)cc2)cc1 | i | 5% | -5% | -13% | -4%
CCn1c(=S)[nH]c2nc3c(cc2c1=O)CCCC3 | 2.3% | -1% | -11% | 12% | 3%
CCCCn1c(N)c(N(CC)C(=O)CSc2nnc(-c3ccco3)n2CC)c(=O)[nH]c1=O | 2.1% | 0% | 3% | -4% | 5%
CC(C)(C)N1NC(=O)Nc2ccccc2C1=O | 0.6% | 15% | -2% | -1% | 2%
COc1ccccc1C(=O)COC(=O)c1ccc(N(C)C)cc1 | 8.7% | 7% | 0% | -1% | -8%
Cc1ccc(-n2nc(C)c(/C=N/NC(=O)c3cccnc3)c2Cl)cc1 | 1.3% | 13% | -4% | 9% | -8%
O=C(c1cc(COc2c(F)cccc2F)on1)N1CCC(c2ccccc2F)C1 (stereo unspecified) | 1.6% | 18% | 1% | 46% | 8%
CCN(CC)Cc1c(O)ccc2c(=O)c(-c3ccccc3)coc12 | 0.2% | 5% | 2% | -4% | -5%
Cc1ccc(NC(=O)CSCc2cc(=O)n3ccsc3n2)cc1 | 1.3% | -9% | 4% | -2% | 1%
CCC(C)NC(=O)c1cc(-c2ccccc2O)on1 (stereo unspecified) | 3.0% | -17% | 4% | -8% | 5%
CC1(C)CC(=O)c2c(Cc3ccccc3)noc2C1 | 0.8% | 3% | 2% | 0% | 2%
Cc1nc(Cl)sc1C(=O)O | 3.5% | -6% | -2% | 4% | -4%
Clc1nnc2c3ccccc3ccn12 | i | nt | -2% | nt | nt

Next section.
canonical_smiles | inhibitors of VEEV | M. tuberculosis | influenza NS1A | H37Rv inhibition | Salmonella PhoP GFP
O=C(CNCc1ccccc1Cl)Nc1cc(S(=O)(=O)N2CCOCC2)ccc1Cl | 7.9% | 13% | 2% | -1% | nt
O=c1sc2ccccc2c(N2CCOCC2)c1[N+](=O)[O-] | 0.3% | -16% | -9% | -6% | 10%
Cc1cccc(NC(=O)c2ccc(Cl)nc2)n1 | 1.6% | -1% | -8% | 0% | -10%
COC(=O)C1=CN(C(C)C)C=C(C(=O)OC)C1c1cccc(OC)c1 | 5.3% | -2% | -10% | -8% | 8%
O=C(C1=NNCC1c1ccccc1)C1CO1 (stereo unspecified) | i | nt | -13% | nt | nt
CC(C)c1ccc(NC2CCCN(C(=O)c3cccc(N4CCNC4=O)c3)C2)cc1 (stereo unspecified) | 5.5% | 6% | 16% | 3% | -18%
Cc1nccn1CCCNC(=O)CC1C(=O)NCCN1Cc1ccc(F)cc1Cl (stereo unspecified) | i | 29% | 10% | 15% | 12%
O=S(=O)(/C(=C\c1ccc(C(F)(F)F)cc1)c1nc2ccccc2[nH]1)c1ccccc1 | i | nt | -1% | nt | nt
